High-throughput results from PubChem BioAssay.
Myeloid diff MLP: promotes myeloid progenitor differentiation; ER-HoxA9 myeloid progenitors, lysozyme-GFP differentiation, flow cytometry; calls only at 10 µM; 1% of 360,000 active; AID 624256;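 active = normalized GFP-positive differentiation at or above the plate's own cutoff, the solvent-only control mean plus 3 SD; inconclusive = no clear call, values can overlap the other calls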;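 also: cells exposed to compound for four days before flow analysis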
Myeloid diff MLP GFP+ MAC1+ %: recorded beside Myeloid diff MLP, whose call it bears; GFP+ MAC1+ double positive, %; measured here: differentiation confirmed by MAC1 staining
Numbers without * were called inactive; i = inactive; ? = inconclusive; nt = no result given; + = active, no number; & = joins results of further samples.

SMILES	Myeloid diff MLP	Myeloid diff MLP GFP+ MAC1+ %
C=CC[C@@H](CC(=O)N[C@H](CO)Cc1ccccc1)C(=O)N[C@@H](C)COC(=O)[C@@H](CC=C)CC(=O)OC(C)(C)C	i	1.0
CCCCNC(=O)c1nc(C2CCN(S(=O)(=O)c3ccc(Cl)cc3)CC2)oc1-c1ccccc1	i	1.3
Cc1cccc(NC(=O)CN2CCN(C(=O)c3cc(C4CC4)nn3-c3ccccc3)CC2)c1C	+	1.5*
O=C(C1CCCCC1)N1C[C@H](O)[C@@H](n2cc(C3CC3)nn2)C[C@@H]1c1ccccc1	i	0.3
CCCCN(C(=O)CSc1ncn[nH]1)c1c(N)n(Cc2ccccc2)c(=O)[nH]c1=O	i	0.9
COC(=O)c1cc(NC(=O)COC(=O)CCc2c[nH]c3ccccc23)cc(C(=O)OC)c1	i	0.3
CCCCn1c(N)c(N(C)C(=O)c2ccc(OCC3CCCO3)cc2)c(=O)[nH]c1=O (stereo not given)	i	0.2
CCOC(=O)N1CCC2CC1c1cc(Cl)ccc12 (stereo not given)	i	0.3
CC(N)c1csc(Nc2nncc3ccccc23)n1 (stereo not given)	i	0.5
O=C(CSc1nc(=O)n(CCCN2CCOCC2)c2c1CCCC2)Nc1cccc(F)c1	i	1.0
Cc1ccccc1-n1c(SCC(=O)NC2CCS(=O)(=O)C2)nc2ccccc2c1=O (stereo not given)	i	1.7
O=C(NC1CCN(Cc2ccccc2)CC1)c1cc(S(=O)(=O)Nc2ccc(F)cc2)ccc1Cl	i	0.4
CC(=O)c1ccc(OCCCC(=O)Nc2ccc3c(c2)OCCO3)cc1	i	1.3
Cc1cccc(C)c1OCC(=O)NNC(=O)CNC(=O)c1ccc(OC(F)F)cc1	i	0.2
CC(C)CN1C(=O)C(=O)N(CC(=O)Nc2cccc(Cl)c2Cl)C1=O	i	0.7
COc1cc(C)c(NC(=O)c2cc(C3CC3)nc3c2cnn3C(C)C)cc1OC	i	0.8
CC(C)Cn1c(SC(C)C(=O)NC2CC2)nnc1-c1ccccc1F (stereo not given)	i	0.8
NS(=O)(=O)c1ccc(-c2c(-c3ccccc3)sc3ccccc23)cc1	i	1.1
C#CCOCCOCCOCCNc1nc(N2CCN(C(=O)[C@H](CCCN=C(N)N)n3cc(C(N)[C@@H](C)CC)nn3)CC2)nc(N2CCN(C(=O)[C@H](CC(N)=O)n3cc([C@@H](N)C(C)C)nn3)CC2)n1 (stereo not given in full)	i	0.8
COC(=O)[C@@]12C[C@@H](CC(=O)N3CCN(C(=O)c4ccco4)CC3)C(=O)N(Cc3ccc4c(c3)OCO4)C1=CCC(C)(C)C2	i	3.4
CCCN(CC)c1ncnc2[nH]ncc12	i	0.3
CCN(CC)c1nc(C=Cc2ccc(N(C)C)cc2)c2nccnc2n1	+	14*
CCCCOc1ccc(S(=O)(=O)NC(=O)C2(C)CCN2C(=O)Cc2cccs2)cc1 (stereo not given)	i	1.3
CCC(=O)N1CCC1(C)C(=O)NS(=O)(=O)c1cccc(C#N)c1 (stereo not given)	i	1.1
COc1cccc(NC(=O)CN(C)C(=O)c2ccc(-c3cccc(C(F)(F)F)c3)o2)c1	?	nt
Cc1nc2c(OCc3ccc(C#N)cc3)cccn2c1N(C)C(=O)CCC1CCCC1	i	1.2
COc1cc2ccc(C(C)=NNC(N)=S)cc2cc1OC	+	26*
Cn1c(=O)c2c(ncn2CC(=O)N2CCN(S(=O)(=O)c3ccc(F)cc3)CC2)n(C)c1=O	i	0.1
O=C(NN=Cc1ccc(Cl)cc1Cl)c1ccccc1	i	0.8
Cc1ccc(S(=O)(=O)N2CCOCC2)cc1NC(=O)CSc1nnnn1C1CC1	i	1.1
CC(Oc1cccc(Cl)c1)C(=O)Nc1cc(S(=O)(=O)N2CCCCC2)ccc1N1CCOCC1 (stereo not given)	i	1.7
CNc1ccc(C(=O)OCC(=O)NC(=O)NC2CCCC2)cc1[N+](=O)[O-]	?	nt
O=c1oc(=S)oc2c1[C@H](c1ccc(Cl)cc1)O[C@H](C1CC1)C2	i	0.7
O=C(Cc1ccccn1)c1ccc(Cl)cc1	i	1.0
CCN(CC(=O)Nc1ccc(NC(C)=O)cc1)C(=O)c1cc2ccccc2oc1=O	i	0.7
O=C(O)c1ccc(-c2noc(-c3ccccc3C(F)(F)F)n2)cc1	i	1.5
Cc1c(C(=O)Nc2nccs2)oc2c(Cl)cccc12	i	0.2
CC#CCN1c2ccccc2[C@]23C[C@@H](C(=O)OC)N(C(=O)NC(C)(C)C)C2=NC(C(=O)OC)=C(C(=O)OC)[C@H]13	i	1.2
O=C(NC1CCCC1)C1c2ccccc2OCC(=O)N1Cc1ccccn1 (stereo not given)	i	1.5
OC[C@@H]1CC[C@@H](Cc2ccc(-c3ccccc3)cc2)O1	i	0.5

7 consecutive entries out of the list so far:
SMILES	Myeloid diff MLP	Myeloid diff MLP GFP+ MAC1+ %
CCCCn1c(N)c(N(C)C(=O)c2ccc(OCC3CCCO3)cc2)c(=O)[nH]c1=O (stereo not given)	i	0.2
CCOC(=O)N1CCC2CC1c1cc(Cl)ccc12 (stereo not given)	i	0.3
CC(N)c1csc(Nc2nncc3ccccc23)n1 (stereo not given)	i	0.5
O=C(CSc1nc(=O)n(CCCN2CCOCC2)c2c1CCCC2)Nc1cccc(F)c1	i	1.0
Cc1ccccc1-n1c(SCC(=O)NC2CCS(=O)(=O)C2)nc2ccccc2c1=O (stereo not given)	i	1.7
O=C(NC1CCN(Cc2ccccc2)CC1)c1cc(S(=O)(=O)Nc2ccc(F)cc2)ccc1Cl	i	0.4
CC(=O)c1ccc(OCCCC(=O)Nc2ccc3c(c2)OCCO3)cc1	i	1.3

Additional records:
SMILES	Myeloid diff MLP	Myeloid diff MLP GFP+ MAC1+ %
CCN1CCN(c2ccc(S(=O)(=O)N3CCOCC3)cc2NC(=O)c2ccc(F)cc2Cl)CC1	i	0.2
O=C(Nc1cccc(C(=O)N2CCCCC2)c1)C1CCCC1	i	1.1
O=C1CCC(C(=O)Nc2ccc([N+](=O)[O-])cc2)N1 (stereo not given)	i	1.3
COc1ccccc1C(=O)NC(=O)COc1ccc(Cl)cc1Cl	i	0.7
CC(=O)N1c2ccccc2S(=O)(=O)c2ccccc21	i	1.6
Cn1nc(C(=O)NCC(=O)Nc2ccc(F)c(F)c2)ccc1=O	i	0.8
O=C(Nc1cccc(S(=O)(=O)NC2=NCCC2)c1)c1ccccc1OC(F)F	i	1.0
Cc1ccc(OCC(=O)NNC(=O)Cc2ccc(S(=O)(=O)N3CCOCC3)s2)cc1	i	0.3
O=C1NC[C@H](Cc2ccccc2)N(C[C@@H]2CCCN2C[C@H](Cc2ccccc2)N2C[C@H](Cc3ccccc3)N(CCc3ccccc3)C(=O)C2=O)C1=O	i	0.6
O=C(NCc1ccccc1)C(c1ccccc1)n1c(C2CC2)nc2ccccc21 (stereo not given)	i	4.3
Cc1ccc(C)c(-c2nnc(NC(=O)C3=COCCO3)o2)c1	i	0.6
COc1cccc(NC(=O)CN(C)C(=O)c2oc3c(ccc4ccccc43)c2C)c1	i	0.4
COc1ccc(CN(C)C(=O)/C=C/c2ccc(S(=O)(=O)N3CCCCCC3)cc2)cc1	i	1.6
COC1=CC(=O)C=C(OC)C1=O	?	nt
CC1Sc2ccc(C(=O)NCc3cccc(C(F)(F)F)c3)cc2NC1=O (stereo not given)	i	0.6
c1ccc(OCCNc2ccn3nc(-c4ccccc4)cc3n2)cc1	i	0.2
COc1ccc(CC(=O)NC(C)c2ccc(Cl)c(Cl)c2)cc1S(=O)(=O)N1CCOCC1 (stereo not given)	i	0.9
Cc1ccc(-c2csc(NC(=O)c3c(C)noc3C)n2)cc1	+	0.8*
Cc1ccc(C2=NCCn3nc4cc(C(F)(F)F)ccc4c32)cc1	i	0.7
O=C(COC(=O)/C=C/c1cccs1)Nc1ccc(F)cc1	i	0.6

Profiles, quoted from the list. Values in the order: Myeloid diff MLP | Myeloid diff MLP GFP+ MAC1+ %
CC1Sc2ccc(C(=O)NCc3cccc(C(F)(F)F)c3)cc2NC1=O (stereo not given) as listed: i | 0.6
COc1ccc(CC(=O)NC(C)c2ccc(Cl)c(Cl)c2)cc1S(=O)(=O)N1CCOCC1 (stereo not given) as listed: i | 0.9

As entered above:
COc1ccc(CC(=O)NC(C)c2ccc(Cl)c(Cl)c2)cc1S(=O)(=O)N1CCOCC1 (stereo not given) – Myeloid diff MLP GFP+ MAC1+ %: 0.9
O=C1CCC(C(=O)Nc2ccc([N+](=O)[O-])cc2)N1 (stereo not given) – Myeloid diff MLP GFP+ MAC1+ %: 1.3

(listing goes on)
SMILES	Myeloid diff MLP	Myeloid diff MLP GFP+ MAC1+ %
O=C(C[C@H]1C/C=C\CC[C@@H](Cc2ccc(F)cc2)C(=O)OC[C@H]2CCCN2C1=O)N[C@H](CO)Cc1ccccc1	i	0.4
CCCCC[C@H](C)N1C[C@H](COCc2ccccc2)Oc2cc(N3CC[C@H](O)C3)ccc2S1(=O)=O	i	0.8
COc1cc(C)ccc1OCC(=O)Nc1ccccc1N1CCOCC1	i	1.1
COc1cc(F)ccc1-c1cc(C(=O)NCC2CCCCC2)[nH]n1	i	1.8
S=C(NCCSCc1ccc(Cl)c(Cl)c1)Nc1ccccc1	i	0.9
C[C@@H]1CN([C@@H](C)CO)C(=O)c2cc(NS(C)(=O)=O)ccc2O[C@@H]1CN(C)S(=O)(=O)c1ccccc1	i	2.2
c1ccc2c(C3CCO3)cccc2c1 (stereo not given)	i	1.0
COc1ccc(-c2csc(NC(=O)CN3C(=O)C4CCCCC4C3=O)n2)c(OC)c1 (stereo not given)	i	0.6
CNN/C(N=Cc1ccc([N+](=O)[O-])s1)=N\S(=O)(=O)c1cc(C)c(Cl)cc1SCc1ccccc1	i	2.0
CCOc1ccc(C(=O)CCC(=O)NNC(=O)CCN2CCN(c3ccccc3)CC2)cc1	i	1.4
c1coc(-c2cc3nc(NC4CCCCC4)ccn3n2)c1	i	1.0
O=C(COC(=O)c1ccccc1Br)Nc1nnc(-c2ccccc2)o1	i	0.6
COc1cccc(C(=O)NCC(=O)OCC(=O)NC2CCCCC2)c1	i	1.2
CC(=O)NC(c1cccc(F)c1)c1nc(-c2cc(F)cc(Cl)c2)cs1 (stereo not given)	i	0.5
COc1cc2ccccc2cc1C(=O)NCCCN1CCOCC1	i	0.5
COc1ccc(-c2cncc3nccn23)cc1OC	i	0.2
O=C(COC(=O)c1ccc(O)cc1O)NC1CCCCCC1	i	1.1
COC(=O)c1c(-c2ccc(SC)cc2)sc2ccc(OC)cc12	i	1.6
Cc1csc(SCC(=O)Nc2cccc(C)c2C)n1	i	0.7
CCOC(=O)/C=C1/SCC(=O)N1CC(=O)NC12CC3CC(CC(C3)C1)C2	i	0.9
COc1ccc2nc(NC(=O)CSc3n[nH]c(N)n3)sc2c1	i	1.2
CC[C@@]1(C(=O)OC)N[C@H](CN(C)S(=O)(=O)c2ccc(C(C)(C)C)cc2)[C@@H]2C(=O)N(Cc3ccccc3)C(=O)[C@@H]21	i	0.8
COc1cc2c(cc1OC)-c1nnc(-c3cccs3)n1C(C)(C)C2	i	2.3
O=C(Cc1ccc(S(=O)(=O)N2CCOCC2)s1)NNC(=O)c1ccccc1Cl	i	0.4
NC(Cc1ccc(F)cc1)c1csc(NC(=O)NC(c2ccccc2)c2ccccc2)n1 (stereo not given)	i	0.0
Cc1ccc(S(=O)(=O)N2[C@@H](c3ccccc3)C(C(=O)O)=CC[C@H]2c2ccc(C(C)C)cc2)cc1	i	1.1
CCN(CC)S(=O)(=O)c1cccc(NC(=O)COC(=O)c2cncc(Br)c2)c1	i	0.7
O=C(COc1ccccc1Cl)N1N=C(c2cccs2)CC1c1ccco1 (stereo not given)	i	2.2
O=C(CC1SC(N2CCCCC2)=NC1=O)Nc1ccc(C(=O)Nc2ccccc2)cc1 (stereo not given)	i	0.8
C[C@H](CO)N1C[C@H](C)[C@@H](CN(C)S(=O)(=O)c2ccc(C#N)cc2)OCc2cnnn2CCCC1=O	i	0.2
Cc1ccc(NC(=O)COC(=O)c2ccco2)cc1S(=O)(=O)N1CCCCC1	i	0.7
CCN(CC)c1ncnc2c1ncn2[C@H]1CN(Cc2cc(OC)c(OC)c(OC)c2)C[C@@H](CO)O1	i	1.6
O=C(NCCN1CCC(n2c(=O)[nH]c3ccccc32)CC1)c1ccc(Cl)c(Cl)c1	i	0.7
CC(=O)NC(c1ccc(F)c(F)c1)c1nc(-c2cccc(C(=O)O)c2)cs1 (stereo not given)	i	0.4
CCCCNc1c(-c2ccc(SC3CCCCC3)cc2)nc2ccccn12	i	4.4&1.8
OC(c1ccc(F)c(F)c1)c1nc(-c2ccc3c(c2)OCO3)cs1 (stereo not given)	i	1.3
O=C(C[C@H]1C[C@H](C(=O)N2CCOCC2)[C@@]2(CCC3CCCC3)c3[nH]c4cc(-c5ccco5)ccc4c3CCN2C1=O)NCc1ccco1	i	0.3
COc1ccc(C(=O)N2CCCN(C)CC2)cc1S(=O)(=O)N(C)Cc1ccccc1	i	1.2
O=C(CC1C[C@H](C(=O)N2CCCCC2)[C@@]2(CCc3ccccc3)c3[nH]c4ccccc4c3CCN2C1=O)NCc1ccco1 (stereo not given in full)	i	0.1
CCCCN(C=O)c1c(CC)nc2c(OCc3ccc(Cl)cc3Cl)cccn12	i	0.5
O=C(CSc1ccccc1F)Nc1ccc2c(c1)OCO2	i	0.4
CCOC(=O)[C@]12CCCC=C1N(Cc1ccc3c(c1)OCO3)C(=O)[C@H](CC(=O)N1CCC(c3ccccc3)CC1)C2	i	0.7
CCC(=O)c1ccc(OCC(=O)OCC(=O)NCCCc2ccccc2)cc1	i	1.6
Cc1ccc2c(c1)[C@H]1[C@H](CO2)[C@H](c2ccccc2)[C@]2(C)C(=O)Nc3ccc(Br)cc3C(=O)N12	i	0.8
CC(C)NC(=O)C1(C)CSCC(=O)N1CC(F)(F)F (stereo not given)	i	2.0
O=C1CCC(C(=O)Nc2ccccc2N2CCCC2)=NN1	i	1.3
Cc1cnc(NC(=O)CC2OC(=O)c3ccccc32)s1 (stereo not given)	i	0.6
CC(C)[C@H](NC(=O)OC(C)(C)C)c1cc(C(=O)N2CCOCC2)c(N)s1	i	3.3
CC(C)(C)OC(=O)CNC(=O)c1nc[nH]c1C(=O)N1CCNCC1	i	0.8

These rows are one share of the data (hit frequency here may not be typical).
